ABCB1 inh: inhibitors of human ABCB1 transporter, ABCG2 counter-screen; CCRF-Adr cells, JC-1 efflux, flow cytometry; inhibition, % at 6.6 µM; hit rate 0.067% among 190,000; AID 1326; in the data active = inhibition above about 40%;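 note: 0% = vehicle and 100% = reference inhibitor; higher value means more JC-1 retained so stronger ABCB1 efflux block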
Pf gamet viab: kills late stage P. falciparum gametocytes | P. falciparum stage V gametocytes, ATP luminescence, 24 h | inhibition, % at 10.9 µM | hit rate 0.065% among 150,000;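 active = inhibition above the mean plus 3 SD of compounds within the control limits, set per campaign, cut at about 38% in these data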;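 note: 0% = DMSO wells and 100% = medium only without gametocytes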
Cdc42 wt: human Cdc42 wildtype GTP binding change, either direction. P60953. GST-Cdc42 beads, Bodipy-GTP binding, flow cytometry; actives lie on both sides. percent activity (GTP binding), % at 10 µM. hit rate 0.2% among 190,000. AID 761;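 active = percent activity GTP binding at least 20 points away from the 100% baseline, either down as inhibitor or up as activator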;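 note: median bead fluorescence of bound Bodipy-FL-GTP at 100 nM; 0% = excess unlabeled GTP control and 100% = no compound control; below 100% means less GTP binding so inhibitor and above means activator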
Target sequence (P60953 whole entry, looked up): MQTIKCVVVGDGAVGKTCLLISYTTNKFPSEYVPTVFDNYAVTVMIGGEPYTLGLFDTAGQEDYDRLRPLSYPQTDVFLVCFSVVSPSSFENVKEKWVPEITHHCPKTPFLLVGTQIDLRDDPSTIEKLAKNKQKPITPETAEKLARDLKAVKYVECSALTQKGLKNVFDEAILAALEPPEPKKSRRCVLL
HRas wt GTP: modulators of GTP binding to human HRas wildtype; GST-Ras wt beads, Bodipy-FL-GTP binding, flow cytometry; actives lie on both sides; GTP binding activity, % at 10 µM; hit rate 0.14% among 190,000; AID 759;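 active = GTP binding activity at least 20% away from the 100% baseline, either lowered as inhibitor or raised as activator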;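 note: 0% = unlabeled GTP competition control and 100% = no-compound control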
Target sequence (P01112 whole entry, looked up): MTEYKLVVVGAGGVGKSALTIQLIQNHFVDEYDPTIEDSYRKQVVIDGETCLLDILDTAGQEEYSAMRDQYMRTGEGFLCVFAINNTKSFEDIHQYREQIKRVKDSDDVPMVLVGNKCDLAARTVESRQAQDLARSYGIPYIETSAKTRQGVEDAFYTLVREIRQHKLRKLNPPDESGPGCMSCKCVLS
Mcl1-Noxa inh: Mcl-1/Noxa interaction inhibition | TR-FRET Mcl-1/Noxa peptide binding, 2 h | inhibition, % at 21.7 µM | Q07820 | hit rate 1.5% among 220,000;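 active = compounds that cut the protein-peptide binding signal by more than 50% relative to plate controls in a single-dose test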;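 note: His-tagged Mcl-1 with rhodamine Noxa BH3 peptide and terbium anti-His antibody; 0% = Mcl-1 plus Noxa peptide wells and 100% = peptide-only wells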
Target sequence (Q07820 whole entry, looked up): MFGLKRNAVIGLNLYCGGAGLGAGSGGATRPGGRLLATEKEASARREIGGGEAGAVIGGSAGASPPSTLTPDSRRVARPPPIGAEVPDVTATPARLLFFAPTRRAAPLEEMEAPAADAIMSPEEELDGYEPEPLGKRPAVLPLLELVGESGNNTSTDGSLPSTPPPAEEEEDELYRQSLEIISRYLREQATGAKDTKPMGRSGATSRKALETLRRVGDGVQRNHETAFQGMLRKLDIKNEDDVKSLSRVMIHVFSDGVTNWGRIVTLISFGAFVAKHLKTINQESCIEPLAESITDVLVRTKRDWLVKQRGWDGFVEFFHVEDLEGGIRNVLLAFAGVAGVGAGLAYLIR
Rab7 wt GTP bind: modulators of GTP binding to dog Rab7 wildtype GTPase. AID 758. GST-Rab7 beads, fluorescent GTP binding, flow cytometry; actives lie on both sides; untreated = 100%, excess cold GTP = 0%. GTP binding activity (percent of control), % at 10 µM. hit rate 0.055% among 190,000;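 active = fluorescent GTP binding to Rab7 beads changed by at least 20 points from the 100% baseline, either direction, mostly lower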;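 note: median green fluorescence of bound Bodipy-FL-GTP per Rab7 bead population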
Rac1 mut GTP: alters GTP binding to activated mutant human Rac1. AID 764. GST-Rac1 activated beads, fluorescent GTP binding, flow cytometry; actives lie on both sides; 100% means binding = to untreated wells. hit rate 0.11% among 190,000. percent activity (GTP binding), % at 10 µM. P63000;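 active = GTP binding at least 20 percentage points away from the 100% baseline, in either direction, so actives lie on both sides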
Rac1 wt GTP bind: human Rac1 wildtype GTP binding, inhibitors and activators. GST-Rac1 beads, fluorescent GTP binding, flow cytometry; actives lie on both sides; 0 = cold GTP competed, 100 = untreated. hit rate 0.27% among 190,000. GTP binding activity (% of control), % at 10 µM. P63000;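 active = GTP binding activity at least 20 points away from the 100% control level, either lower or higher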
Avidin bead fluor: avidin bead compound fluorescence profile | hit rate 0.38% among 220,000 | fluorescence (KMESF) at 10 µM | Avidin beads, compound fluorescence 488/530 nm, flow cytometry; hits give high values; in the data active = fluorescence above about 47; note: inactives centre near 10
ABCG2 inh: inhibitors of human ABCG2 transporter, ABCB1 counter-screen; Q9UNQ0; IgMXP3 cells, JC-1 efflux, flow cytometry; inhibition, % at 6.6 µM; hit rate 0.1% among 190,000; AID 1325;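 active = inhibition above 80%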;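 note: 0% = DMSO and 100% = nicardipine control wells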
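Test system: ABCG2 IgMXP3 and barcoded ABCB1 CCRF-Adr cell mix; Schedule: cells with compound and JC-1, 10 min at 25 °C, rotating, no wash; Technique: flow cytometry of retained JC-1 fluorescence; Measure: % inhibition of efflux relative to nicardipine and DMSO; Controls: nicardipine high and DMSO low controls.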
Rab2 wt GTP: changes GTP binding to wildtype dog Rab2A, up or down; P61105; GST-Rab2 wt beads, Bodipy-GTP binding, flow cytometry; GTP binding activity, % at 10 µM; hit rate 0.19% among 190,000; AID 760;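 active = GTP binding activity at least 20 points away from 100%, either lowered or raised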;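 note: 0% = beads with excess unlabeled GTP and 100% = no-compound control corrected for plate trend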
Active calls of the source: *; . = no result given.

The line under a structure holds: Rac1 wt GTP bind, Rab2 wt GTP, Rab7 wt GTP bind, Cdc42 wt, Mcl1-Noxa inh, Pf gamet viab, ABCG2 inh, HRas wt GTP, ABCB1 inh, Rac1 mut GTP, Avidin bead fluor
- CCNC(=O)CSc1nnc(-c2ccccc2Br)n1-c1cccc(C(F)(F)F)c1
 : 102, 100, 98, 101, 2, ., 22, 100, 1.5, 101, 8
- Cc1cc2c(cc1C)C(c1ccccc1Br)CC(=O)N2 (stereo not given)
 : 98, 95, 99, 94, 5, -5, 4, 97, 0.8, 96, 6
- Cn1c(SCC(=O)Nc2ncc(C(F)(F)F)cc2Cl)nnc1-c1ccc(Cl)cc1
 : 102, 96, 103, 98, 20, -3, 2, 101, -0.1, 99, 1
- O=C1C(=O)N(c2ccccc2)C(c2ccccc2[N+](=O)[O-])/C1=C(\O)c1ccccc1 (stereo not given)
 : 98, 92, 95, 92, 10, 5, -1, 93, -0.4, 92, 8
- C=CCc1cccc(CNc2nc3ccccc3n2C(C)C)c1O
 : 99, 101, 98, 98, 15, ., 35, 98, 1.4, 99, 14
- Cc1cc2nnc(SCC(=O)Nc3cccc(S(=O)(=O)N4CCOCC4)c3)n2c2ccccc12
 : 92, 91, 95, 99, 21, -18, 2, 90, 0.2, 97, 11
- CCCN(CC(=O)Nc1ccc(F)c(F)c1F)Cc1cc(=O)n2ccsc2n1
 : 95, 98, 102, 97, -13, -12, 3, 99, 0.5, 95, 24
- COC(=O)C1=NNC2(c3ccc(C)cc3)C(=O)N(c3cccc(C)c3C)C(=O)C12 (stereo not given)
 : 104, 99, 99, 100, -5, 4, 0, 97, 2.2, 99, 5
- CCN(CC)Cc1cc(NC2=NS(=O)(=O)c3ccccc32)ccc1OC(=O)c1ccccc1
 : 102, 99, 97, 102, 12, 7, 2, 101, 0.5, 100, 9
- O=C(O)Cn1nnnc1SCC(=O)Nc1ccc(OC(F)(F)F)cc1
 : 110, 97, 99, 102, 14, ., 6, 101, 0.4, 97, 32
- CN1CCCC(OC(=O)c2cc(Cl)cc(Cl)c2)C1 (stereo not given)
 : 96, 96, 92, 92, 9, ., 0, 94, 0.0, 93, 9
- N#CC(C#N)=C1C=C2C=C(N3CCOCC3)CCC2CC1 (stereo not given)
 : 96, 98, 93, 98, -55, -7, 53, 94, 169*, 97, 21
- O=C(CCNS(=O)(=O)c1cccc2nsnc12)NCCc1ccccc1
 : 102, 101, 100, 102, 13, ., 3, 101, 1.0, 99, 8
- c1ccc(Nc2c3c(nc4ncnn24)CCC3)cc1
 : 112, 102, 105, 104, 2, -1, 3, 100, 0.0, 100, .
- COc1ccc(C=O)cc1OS(=O)(=O)c1ccc(NC(C)=O)cc1
 : 100, 98, 97, 97, 10, 8, 8, 97, 0.1, 98, 11
- CC(SC1CCCC1)C(=O)NC(C)(C#N)C(C)C (stereo not given)
 : 101, 100, 101, 102, ., 9, 0, 101, 0.0, 99, 10
- COc1ncccc1C(=O)N1CCCC(C(=O)c2cc(F)ccc2F)C1 (stereo not given)
 : 103, 100, 102, 102, -4, 9, -1, 100, -0.2, 97, 3
- N#Cc1ccccc1Sc1ccccc1C(=O)OCC(=O)NC12CC3CC(CC(C3)C1)C2
 : 109, 101, 104, 102, -34, 11, 0, 102, 1.4, 103, 2
- Cc1c(Cl)cccc1Nc1nc(N)nc(CN2CCCCCC2)n1
 : 96, 94, 93, 98, 11, 26, 1, 95, 0.4, 96, 1
- CN(C)CCCN(C(=O)c1ccco1)c1nc2c(F)cc(F)cc2s1
 : 98, 94, 92, 96, 22, ., 1, 93, 0.0, 96, 15
- COc1ccc2nc(N=Nc3c(O)ccc4ccccc34)sc2c1
 : 102, 100, 102, 100, 2, ., -5, 101, -0.6, 99, 3
- CC(=O)Nc1cccc(-c2cnc3ccccc3n2)c1
 : 100, 99, 103, 97, 2, ., 13, 99, 0.2, 96, 24
- CCOC(=O)Cn1c(=O)oc2cc(S(=O)(=O)NC3CCCc4ccccc43)ccc21 (stereo not given)
 : 100, 98, 96, 98, -2, ., 0, 97, -0.7, 97, 8
- Cc1cc(C(=O)N2CCN(c3ccccn3)CC2)c(C)o1
 : 103, 104, 104, 103, ., ., 2, 103, 0.1, 99, 9
- COCC(=O)Nc1cc(OC)cc(OC)c1
 : 107, 101, 104, 106, -6, 5, 1, 104, 0.1, 102, 7
- O=C(N/N=C/c1ccc([N+](=O)[O-])o1)c1cc2c(ccc3ccccc32)o1
 : 97, 94, 94, 94, 38, 17, -1, 93, -0.6, 93, 9
- Cc1cc(C)cc(NC(=S)NCC2CCCO2)c1 (stereo not given)
 : 106, 99, 100, 102, -3, -32, 3, 102, 0.1, 100, 11
- CNC(=S)N1N=C(c2ccc(C)cc2)CC1c1ccc(OC)cc1 (stereo not given)
 : 97, 97, 95, 95, -16, ., 4, 95, 0.6, 97, 9
- CCc1ccc(C(=O)COc2ccc(NC(C)=O)cc2)cc1
 : 108, 106, 104, 105, -1, 13, 3, 103, 0.3, 101, 10
- CC(=O)Nc1ccc(C(=O)CSc2nnc(-c3ccc(O)cc3)n2CC2CCCO2)cc1 (stereo not given)
 : 102, 98, 97, 102, 4, -22, 0, 101, 0.1, 98, 4
- Cc1ccc(/C=C/c2nnc(-c3ccc(C)cc3)o2)cc1
 : 85, 90, 93, 85, 27, ., 0, 89, 0.1, 87, 10
- CC(C)Cc1nnc(NC(=O)Nc2ccccc2)s1
 : 98, 94, 95, 92, -25, -6, 0, 93, -0.1, 94, 9
- COc1ccc(CNc2nc3c(c(=O)[nH]c(=O)n3C)n2CCCc2ccccc2)cc1
 : 92, 92, 90, 93, -21, ., 6, 90, 3.9, 93, 15
- COc1cccc(CNC(=O)Cn2c(=O)oc3ccccc32)c1OC
 : 99, 97, 93, 99, 2, ., 2, 97, 0.6, 99, 5
- CSc1nc2ccccc2cc1/C=C(\C#N)c1cccc(C)c1
 : 99, 96, 96, 96, -19, 5, 3, 96, 0.1, 94, 5
- N#Cc1nc(COc2cccc(Cl)c2)oc1N1CCCC1
 : 103, 100, 101, 100, 2, ., 6, 99, 0.7, 98, 26
- Cc1ccc(S(=O)(=O)CCC(=O)NCCN2C(=O)S/C(=C/c3ccc(F)cc3)C2=O)cc1
 : 104, 99, 101, 98, -7, -4, 4, 100, 0.3, 96, 2
- Cc1ncc(CN2CCN(CCc3ccccc3)C(CCO)C2)s1 (stereo not given)
 : 104, 100, 106, 98, -6, -19, 2, 100, 0.3, 99, 14
- Cc1cccc(S(=O)(=O)c2c(N)n(/N=C/c3ccco3)c3nc4ccccc4nc23)c1
 : 98, 95, 96, 96, 48, ., 0, 95, 0.3, 96, 31
- O=C1CCCN1CCC12CC3CC(CC(C3)C1)C2
 : 97, 96, 93, 95, -8, ., 0, 96, 0.2, 95, 4
- CCOC(=O)C1=C(N)N2C(=O)CSC2=C(C(=O)OC)C1
 : 98, 99, 99, 101, 21, ., 2, 101, -0.1, 96, 42
- O=C(NNc1cccc(Cl)n1)C1CC1
 : 100, 97, 103, 96, 2, 6, 3, 98, 0.5, 93, 10
- Cc1cccc2nc(CSc3nc4ccc([N+](=O)[O-])cc4[nH]3)c(Br)n12
 : 100, 96, 100, 102, 60*, ., 2, 97, 0.4, 97, 9
- O=Cc1ccc(-c2cccc(C(=O)O)c2)o1
 : 96, 97, 97, 95, 13, -2, 0, 98, 0.0, 95, 13
- CCOC(=O)CSC1=Nc2ccccc2C2=NC(CC(=O)NCc3ccc4c(c3)OCO4)C(=O)N12 (stereo not given)
 : 104, 101, 104, 103, 1, -9, ., 102, ., 100, 6

Whole records, looked up by structure.
CSc1nc2ccccc2cc1/C=C(\C#N)c1cccc(C)c1 is listed with Rac1 wt GTP bind: 99; Rab2 wt GTP: 96; Rab7 wt GTP bind: 96; Cdc42 wt: 96; Mcl1-Noxa inh: -19; Pf gamet viab: 5; ABCG2 inh: 3; HRas wt GTP: 96; ABCB1 inh: 0.1; Rac1 mut GTP: 94; Avidin bead fluor: 5
O=C(NNc1cccc(Cl)n1)C1CC1 is listed with Rac1 wt GTP bind: 100; Rab2 wt GTP: 97; Rab7 wt GTP bind: 103; Cdc42 wt: 96; Mcl1-Noxa inh: 2; Pf gamet viab: 6; ABCG2 inh: 3; HRas wt GTP: 98; ABCB1 inh: 0.5; Rac1 mut GTP: 93; Avidin bead fluor: 10

Continued:
The line under a structure holds: Rac1 wt GTP bind, Rab2 wt GTP, Rab7 wt GTP bind, Cdc42 wt, Mcl1-Noxa inh, Pf gamet viab, ABCG2 inh, HRas wt GTP, ABCB1 inh, Rac1 mut GTP, Avidin bead fluor
- Cc1c(NC(=O)C2(c3ccc(Cl)cc3)CCCC2)c(=O)n(-c2ccccc2)n1C
 : 105, 103, 100, 100, 0, 20, 5, 101, 1.1, 99, 32
- CN(Cc1ccccc1)c1nc2c(c(=O)[nH]c(=O)n2C)n1CCSc1nc2ccccc2[nH]1
 : 103, 98, 101, 98, 6, 3, 2, 98, 0.5, 99, 8
- Cc1cccc(CC(=O)N2CCC(N3CCC(C(=O)N4CCOCC4)CC3)CC2)c1
 : 95, 96, 96, 94, 10, -11, 0, 93, 0.0, 96, 5
- Cc1cccc(N(C(=O)Nc2ccc(Cl)cc2)C2=NCC(C)S2)n1 (stereo not given)
 : 96, 96, 97, 93, 19, -4, 10, 95, -0.6, 94, 10
- O=C(NCc1ccc[n+](CCCCS(=O)(=O)[O-])c1)c1ccc(OC(F)F)cc1
 : 99, 97, 102, 97, 11, ., 5, 97, 0.8, 94, 12
- O=C(NC1CCN(C(=O)Nc2ccccc2)CC1)C1CCCCC1
 : 102, 102, 100, 104, 14, 4, 8, 103, 0.7, 99, 18
- CCN(CC)S(=O)(=O)c1cc(C)ccc1NC(=S)Nc1cccnc1
 : 101, 100, 103, 99, -7, -8, -1, 98, -0.1, 96, 23

High-throughput results: PubChem BioAssay, several laboratories
